Screening data as filed in PubChem BioAssay.
Growth percent in the NCI-60 one-dose screen (48 h, 10 µM unless noted): 100 = growth as untreated, 0 = no growth, -100 = all killed.
RXF 393: RXF 393 renal cancer cells | actives 6.9% (n = 77,000) | AID 1794773
TK-10: TK-10 renal cancer cells; actives 3.9% (n = 81,000)
ACHN: ACHN renal cancer; actives 4.9% (n = 81,000)
SN12C: SN12C renal cancer cells; actives 3.8% (n = 81,000)
786-0: 786-0 renal cancer cells. actives 5.1% (n = 81,000). AID 1794775
A498: A498 renal cancer cells | AID 1794774 | actives 5.4% (n = 76,000)
UO-31: UO-31 renal cancer | actives 5.2% (n = 81,000)
CAKI-1: CAKI-1 renal cancer; actives 4.7% (n = 75,000); AID 1794772
* hit, by the source's call; . = no result given; & = joins results of further samples. The calls were made as follows: active = growth percent below 10; inactive = the rest.

SMILES	RXF 393	TK-10	ACHN	SN12C	786-0	A498	UO-31	CAKI-1
CCOC(=O)c1c(C)[nH]c(C(=O)O)c1C	124	109	107	98	111	116	96	116
Cc1cc(N=Nc2ccc(NC(=O)c3ccc(N)cc3)cc2C)ccc1N=Nc1ccc(N=Nc2ccc3cc(S(=O)(=O)O)cc(S(=O)(=O)O)c3c2)c(C)c1	122	112	103	95	95	111	77	88
C[C@@H]1NC(=O)[C@H](Cc2ccccc2)N(Cc2ccco2)C1=O	112	96	103	92	102	64	87	93
Fc1cccc(-n2ncc3c(Nc4ccc(-c5nnc(Nc6ccc(Cl)cc6)s5)cc4)ncnc32)c1	108	135	90	93	101	94	70	86
CCOc1ccc(/C=N/Nc2cc(C)nc3ccc(Br)cc23)cc1	86	112	96	83	96	.	73	95
O=c1oc2c(cnc3ccccc32)cc1Sc1ccc(Cl)cc1	107	96	103	100	92	99	93	98
Cc1nn(-c2cc(NC3CCC(O)CC3)c3c(=O)[nH]c(CCC(F)(F)F)cc3c2)c2c1C(=O)CC(C)(C)C2 (configuration not stated)	39	62	32	46	44	12	39	47
O=C(NNc1nc2cc(F)c(F)cc2n2c(CN3CC4CNCC4C3)ccc12)c1cnccn1 (configuration not stated)	.	33	15	22	16	35	14	.
NC(=O)OCC(NC(=O)OCc1ccccc1)C(=O)OCc1ccccc1 (configuration not stated)	104	104	102	104	104	125	76	90
CN(C)c1ncc(/C=C2\SC(=S)N(Cc3ccccc3)C2=O)s1	113	122	102	100	102	.	90	94
CC(=O)Nc1ccccc1S(=O)(=O)O	109	118	113	102	104	103	83	103
O=C(CN1CCOCC1)Nc1ccc2ncnc(Nc3ccc(OCc4cccc(F)c4)c(Cl)c3)c2c1	.	38	24	48	66	28	31	46
CCSc1nnc2n(Cc3ccccc3)c(=O)c3c(C)c(C(N)=O)sc3n12	103	111	94	103	105	84	67	86
COc1cc(-c2c3c(nn2-c2ccccc2)CCc2cnoc2-3)cc(OC)c1OC	90	84	86	92	72	71	66	70
CC(=O)Nc1cc(OC(C)=O)nc2c1CCC2	112	101	106	97	113	95	84	99
CC(C)(C)NCC(O)c1cc(O)cc(O)c1 (configuration not stated)	116	108	90	82	99	95	84	90
Cc1ccc2c(c1)O/C(=C\c1ccc([N+](=O)[O-])o1)C2=O	-23*	-33*	1.4*	35	5.4*	122	-22*	37
CC(C)CCCCc1c[nH]c(=O)[nH]c1=O	112	98	109	104	95	118	94	99
COc1ccc(C=CC(=O)c2ccc(-n3c(C)nc4c(cnn4-c4ccccc4)c3=O)cc2)cc1	84	87	71	82	85	104	.	75
O=C1CC2CC1C1C=CCC21 (configuration not stated)	106	95	101	104	94	113	93	100
COc1cc(/C=C2\C(=O)NC(=O)N(c3ccc(Cl)cc3)C2=O)ccc1O	118	127	105	117	103	110	77	104
O=[N+]([O-])c1cccc(/C=C/c2ccc3ccccc3n2)c1	62	64	53	83	70	125	77	78
CC(=O)Nc1ccc(/C=N\NC(=S)N/N=C/c2ccc(NC(C)=O)cc2)cc1	129	114	99	92	108	116	67	104
CC(C)(C)CC(N)CC(C)(C)C	110	95	104	104	112	104	90	101
O=C(c1ccccc1)c1cnc(=S)[nH]c1-c1ccc(F)cc1	107	110	102	99	103	98	81	96
NC(N)=Nc1ccc(Nc2cccc(Oc3ccc(Cl)c(C(F)(F)F)c3)c2)cn1	57	82	56	-72*	54	63	56	43
COc1cc(C2CC(C3C(=O)N(C)C(=O)N(C)C3=O)=NN2c2cc(Cl)cc(Cl)c2)cc(OC)c1OC (configuration not stated)	99	94	96	94	100	89	83	.
Brc1ccc(-c2nn(-c3ccccc3)cc2-c2nn[nH]n2)s1	100	102	89	80	88	66	53	88
CC(=O)Oc1ccc(Cl)cc1Cl	101	98	102	95	94	94	67	103
Brc1ccc(-c2cn3c(ccc4ccccc43)n2)cc1	113	125	84	98	100	111	55	76

The list continues.
SMILES	RXF 393	TK-10	ACHN	SN12C	786-0	A498	UO-31	CAKI-1
CCCS(=O)(=O)Nc1ccc(F)c(C(=O)c2c[nH]c3ncc(-c4ccc(OCCCC5CCCCN5)nc4)cc23)c1F (configuration not stated)	64	81	92	62	79	65	102	.
O=[N+]([O-])c1ccccc1Sc1ccccc1[N+](=O)[O-]	98	85	102	99	93	81	76	-54*
O=C(/C=C/c1sc(Cl)nc1Cl)c1ccc(F)cc1	93	103	22	45	96	92	85	88
Fc1ccc(/C=C/c2cc(/C=C/c3ccc(F)cc3)n(-c3cccc(C(F)(F)F)c3)n2)cc1	103	95	107	103	96	100	84	101
O=C(COc1ccc(-c2nc3ccccc3[nH]2)cc1)N=Nc1c(O)[nH]c2ccc([N+](=O)[O-])cc12	105	107	99	100	103	73	83	92
N#CCCN(CCC#N)S(=O)(=O)c1ccccc1	108	100	101	113	108	93	84	94
COc1ccc([C@@H]2c3[nH]c4ccccc4c3C[C@H]3C(=O)N(C4CCN(Cc5c(Cl)cccc5Cl)CC4)CC(=O)N23)c(OC)c1	.	99	90	90	104	111	50	72
O=C(O)/C=C(\Cc1ccccc1)C(=O)O	122	99	113	112	103	95	92	94
CCCCC(=O)Nc1ncc(Cc2ccc(Cl)cc2)s1	56	85	82	75	81	71	58	42
CC(=O)Oc1ccc(Cl)cc1Cc1cc(Cl)cc(Cc2cc(Cl)ccc2OC(C)=O)c1OC(C)=O	87	103	103	94	84	83	78	.
CC1(C)CC(N2CCN(CCO)CC2)=CC(=S)N1	108	114	101	113	103	107	81	95
Cc1ncc(-c2ccc([N+](=O)[O-])cc2)o1	107	81	107	95	100	88	81	104
O=C(NN1C(=O)/C(=C/C=C/c2ccc([N+](=O)[O-])o2)SC1=S)c1ccc([N+](=O)[O-])cc1	-89*	-98*	-100*	-100*	-80*	-96*	-100*	-100*
O=C(CCc1nnc(CN2C(=O)C(=O)c3ccccc32)o1)c1nc2ccccc2[nH]1	112	148	101	96	108	106	84	90
O=C(CN1CCN(c2cc3c(cc2F)c(=O)c(C(=O)O)cn3C2CC2)CC1)Nc1nc(-c2ccccc2)cs1	78	83	89	71	76	65	82	94
COc1cccc(Cn2ccc3c2-c2oncc2CC3)c1	108	94	95	90	95	95	72	100
COC(=O)CC(=O)C(=O)OC	104	.	100	107	95	113	91	133
c1ccc(-c2nn[nH]n2)c(-c2ccc(CN3CCN(c4nsc5ccccc45)CC3)cc2)c1	113	103	99	93	110	85	103	84
COc1ccc(CNc2nccnn2)cc1	88	93	98	108	107	90	100	98
O=S(=O)(O)C(O)c1ccncc1 (configuration not stated)	111	106	99	95	107	115	88	93
Nc1c(C(=O)NN2C(=O)c3ccccc3C2=O)sc(S)c1-c1nc2ccccc2s1	115	149	91	86	109	98	73	96
O=C1c2cccc3cccc(c23)C(=O)N1CCCN[C@H]1CCC[C@@H]1NCCCN1C(=O)c2cccc3cccc(c23)C1=O	102	98	87	97	95	76	86	97
COc1cccc(/C=N/NC(N)=O)c1OC	107	103	113	108	94	91	96	.
Nc1nc2c(nc(N3CCCCC3)n2[C@@H]2O[C@H](CO)[C@@H](O)[C@H]2O)c(=O)[nH]1	114	91	102	96	99	99	89	101
COc1ncc(-c2ccc3ncnc(Nc4cccc(Cl)c4)c3c2)cc1NS(=O)(=O)CCN1CCOCC1	-31*	-20*	7.5*	10	11	-36*	-8.5*	1.1*
O=C(c1ccc(Cl)cc1)C(O)c1ccc(Cl)cc1 (configuration not stated)	113	100	101	99	.	102	.	100
COc1ccc(/C=C2\CCCC3=C2N=C2SC(C)=NN2C3c2ccc(OC)cc2)cc1 (configuration not stated)	103	103	104	103	107	94	87	97
O=C(NCc1cccnc1)c1ccc([N+](=O)[O-])o1	-9.0*	-30*	35	-53*	4.9*	9.8*	2.1*	-3.6*
CC(=O)Nc1ccc(S(=O)(=O)Nc2ccc([N+](=O)[O-])cc2)cc1	126&120&111	102&116&102	95&104&94	97&109&103	93&111&93	104&113&104	80&89&82	74&98&96
COc1cccc(Cc2nn3cc(-c4ccccc4)nc3s2)c1	117	95	96	96	52	100	75	91

(list continues)
SMILES	RXF 393	TK-10	ACHN	SN12C	786-0	A498	UO-31	CAKI-1
O=C(CSCC(=O)c1ccc([N+](=O)[O-])cc1)c1ccc([N+](=O)[O-])cc1	102	94	111	100	88	92	63	88
O/N=C/c1ccc(Cl)c(Cl)c1	105	105	106	103	100	99	93	105
CSc1ccc(SC2c3ccc(C)cc3Oc3nc(N)c(C#N)c(N)c32)cc1 (configuration not stated)	-70*	-97*	-97*	-98*	-97*	4.2*	-99*	.
Cc1ccc(NC(=O)Cn2cc(CSc3nnc4oc5ccccc5n34)nn2)cc1	65	104	87	77	93	115	62	76
COC(=O)/C=C1/S/C(=N\N=C\c2ccc(OS(=O)(=O)C(F)(F)C(F)(F)C(F)(F)C(F)(F)F)cc2)N(c2ccccc2)C1=O	101	103	110	95	100	96	98	92
Cc1nccc2c3ccc(OCc4cn(-c5ccc(Br)cc5)nn4)cc3n(CC(C)C)c12	46	41	62	62	29	53	38	.
O=C(/C=C\c1ccccc1)N1c2ccccc2CC1c1c[nH]c2ccccc12 (configuration not stated)	93	78	79	74	78	54	40	63
COc1ccc2cc(CCC(C)=O)ccc2c1	116	111	100	97	99	89	94	96
Cn1c2ccccc2c2ccccc21	111	97	105	107	105	115	75	101
COc1cc(C2CC(c3ccccc3)=NN2)cc(OC)c1OC (configuration not stated)	91	131	94	82	96	117	71	80
CCCCCCN1C(=O)CCC1=O	107	99	105	102	105	103	85	104
O=C(O)c1cn(C2CC2)c2cc(N3CCN(CC(=S)Nc4ccc(Cl)cc4)CC3)c(F)cc2c1=O	90	127	95	95	93	59	42	85
CC(C)(C)OC(=O)Nc1ccc(Nc2nc(NCCN3CCOCC3)ncc2[N+](=O)[O-])cc1	91	95	99	97	94	96	80	83
O=C(O)C(Br)CN1C(=O)c2ccccc2C1=O (configuration not stated)	.	102	100	95	98	97	96	114
CCc1c(C)c2ccc(O)c(N3C(=O)C(=O)N(c4ccccc4)C3=O)c2oc1=O	117	86	104	94	91	102	83	90
Cc1ccc(S(=O)(=O)NN2CCCCCC2)cc1	109	126	108	96	113	80	103	98
CN(C)c1ncnc2c1nnn2C1OC(CO)C(O)C1O (configuration not stated)	-2.6*	-2.9*	5.6*	19	17	22	8.7*	7.2*
CCCCc1ccc(N2CCC(=S)NC2=S)cc1	112	99	100	106	104	102	86	88
CCOC(=O)/C=C/COC(=O)[C@@H]1CCCN1C(=O)CNC(=O)OC(C)(C)C	107	112	102	100	101	131	89	106
COc1ccc(-c2nc3sccn3c2-c2ccnc(NCCNS(=O)(=O)c3cccc4ccccc34)n2)cc1	110	96	97	99	95	100	85	99
O=C(Nc1ccc(-n2cnc3ccccc32)nc1)c1ccccc1	102	100	88	99	100	80	92	.
N=C(N)c1ccc(OCCCCCCCCCCOc2ccc(C(=N)N)cc2)cc1	-83*	-93*	-21*	-96*	-90*	.	44	-95*
OCCOCCN1CCN(C2=Nc3ccccc3Sc3ccccc32)CC1	99&108	98&111	105&85	92&104	104&99	83&77	78&65	82&82
CCc1c(C)c2cc3nc(-c4ccc(Cl)cc4)oc3c(C)c2oc1=O	126	109	.	98	98	106	85	.
CC(=O)Oc1ccccc1C(=O)Nc1ccc(C(=O)/C=C/c2ccc(O)cc2)cc1	.	109	107	104	91	113	90	103
c1ccc(Cc2[nH]nc(-c3n[nH]c(Cc4ccccc4)c3-c3ccccc3)c2-c2ccccc2)cc1	104	116	104	105	108	123	76	86
CC(C)NC(=O)N/C=C(\C#N)C(N)=O	99	100	95	99	99	112	88	82
O=C(NCc1nnc2n(Cc3ccccc3)c(=O)c3c4c(sc3n12)CCCC4)c1ccccc1	87	93	88	87	81	84	21	88
O=S(=O)(NCCO)c1ccc(OCCOc2ccc(S(=O)(=O)NCCO)cc2)cc1	102	100	101	.	97	86	82	94

In another format: results already given.
Fields – RXF 393, TK-10, ACHN, SN12C, 786-0, A498, UO-31, CAKI-1
O=C(CSCC(=O)c1ccc([N+](=O)[O-])cc1)c1ccc([N+](=O)[O-])cc1
  102, 94, 111, 100, 88, 92, 63, 88
O/N=C/c1ccc(Cl)c(Cl)c1
  105, 105, 106, 103, 100, 99, 93, 105
CSc1ccc(SC2c3ccc(C)cc3Oc3nc(N)c(C#N)c(N)c32)cc1 (configuration not stated)
  -70*, -97*, -97*, -98*, -97*, 4.2*, -99*, .
Cc1ccc(NC(=O)Cn2cc(CSc3nnc4oc5ccccc5n34)nn2)cc1
  65, 104, 87, 77, 93, 115, 62, 76
COC(=O)/C=C1/S/C(=N\N=C\c2ccc(OS(=O)(=O)C(F)(F)C(F)(F)C(F)(F)C(F)(F)F)cc2)N(c2ccccc2)C1=O
  101, 103, 110, 95, 100, 96, 98, 92
Cc1nccc2c3ccc(OCc4cn(-c5ccc(Br)cc5)nn4)cc3n(CC(C)C)c12
  46, 41, 62, 62, 29, 53, 38, .
O=C(/C=C\c1ccccc1)N1c2ccccc2CC1c1c[nH]c2ccccc12 (configuration not stated)
  93, 78, 79, 74, 78, 54, 40, 63
COc1ccc2cc(CCC(C)=O)ccc2c1
  116, 111, 100, 97, 99, 89, 94, 96
Cn1c2ccccc2c2ccccc21
  111, 97, 105, 107, 105, 115, 75, 101
COc1cc(C2CC(c3ccccc3)=NN2)cc(OC)c1OC (configuration not stated)
  91, 131, 94, 82, 96, 117, 71, 80
CCCCCCN1C(=O)CCC1=O
  107, 99, 105, 102, 105, 103, 85, 104
O=C(O)c1cn(C2CC2)c2cc(N3CCN(CC(=S)Nc4ccc(Cl)cc4)CC3)c(F)cc2c1=O
  90, 127, 95, 95, 93, 59, 42, 85
